# Bioassay records from PubChem.
# SR-BI DiI-HDL act: enhances SR-BI lipid uptake from DiI-HDL; CHO ldlA[mSR-BI] cells, DiI-HDL uptake fluorescence, 3 h; 100 = double the neutral-control signal; actives 0.096% (n = 320,000); activation, % at 12.5 µM; AID 504775;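 active means mean replicate activation of at least 60% and every replicate at or above 60%; inconclusive means mean or all-replicate condition met, but not both; inactive means mean below 60% and not all replicates reaching 60%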;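 further: 0% = median plate neutral-control signal and 100% = twice that signal; values of inactives mirror those of a sister screen read the other way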
#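 System: LDL receptor-deficient CHO ldlA cells overexpressing murine SR-BI | Timing: 3 h uptake period with compound, 37 °C | Medium: HEPES-buffered (25 mM, pH 7.4) F12 plus 0.5% BSA | Dosing: Single-point compound dose | Signal: Bottom-read fluorescence, 550/595 nm | Read-out: Retained DiI signal reflecting DiI-HDL uptake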
# Rtt109 HAT inh: C. albicans Rtt109 histone acetyltransferase inhibition | inhibition, % at 34.9 µM | AID 540336 | purified Rtt109/Vps75, ThioGlo CoA-SH fluorescence, 4 h | Q5AAJ8 | actives 0.16% (n = 330,000);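 active means inhibition of at least 50% in every replicate; inconclusive means best replicate reaches 50% inhibition but some replicates fall short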
# SR-BI DiI inh: blocks mouse SR-BI lipid uptake from DiI-HDL; ldlA[mSR-BI] CHO cells, DiI-HDL uptake fluorescence, 3 h; inhibition, % at 12.5 µM; actives 0.96% (n = 320,000); Q61009;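 active means mean replicate inhibition of at least 70% and a set share of replicates each scoring 70 or more; inconclusive means meets just one of the two criteria; inactive means fails both criteria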;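 further: 0% = median of neutral control wells and 100% = median of positive control wells; values of inactives mirror those of a sister screen read the other way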
# HTR5A ag: counter-screen for OPRM1-OPRD1 agonists: human HTR5A agonism; HTR5A agonist assay, luminescence, cell-based; activation, % at 9.3 µM; actives 0.61% (n = 340,000); in the data active means activation mostly above about 9.5%, no sharp cut-off; inactive means mostly below about 7.6%;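 further: 0% = cells with vehicle only and 100% = reference agonist; strong numbers were not always called active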
# dFosB act: mouse delta FosB homodimer activation; purified delta FosB, TAMRA-CDK5 oligo fluorescence polarization; percent of positive-control signal above neutral wells; P13346; activation, % at 25 µM; actives 0.99% (n = 340,000);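 active means mean activation above about 17%, with every replicate also reaching it, limit read from the data, passing the limit was not always enough; inconclusive means only one of the two conditions met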;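 further: fluorescence polarization rise as delta FosB binds a TAMRA Cdk5 AP-1 oligo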
# CDK5 inh: inhibitors of human CDK5/p35 kinase; Q00535+Q15078; Recombinant CDK5/p35, ADP-Glo luminescence, 60 min; inhibition, % at 10 µM; actives 0.01% (n = 330,000); AID 488839;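 active means highest replicate inhibition of at least 50% and at least 75% of replicates reaching 50%; inconclusive means only one of the two criteria met; inactive means both criteria failed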;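 further: plate controls were DMSO neutral control for no effect and GW8510 at 10 µM for full effect; many of its hits are not listed in these tables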
# PvdQ inh: blocks Pseudomonas aeruginosa PvdQ acylase activity; purified PvdQ acylase, fluorescence plate reader; inhibition, % at 10 µM; actives 0.063% (n = 340,000); AID 488965; in the data active means inhibition above about 30%, passing the limit was not always enough; inconclusive means no clear call, values can overlap the other calls;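 further: 0% = vehicle neutral wells and 100% = reference inhibitor wells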
# cardiac RTF act: cardiac RTF calcium sensitization; P19429+P45379; IANBD-labeled TnC RTF fluorescence at EC20 calcium; 0% EC20 calcium, 100% full calcium; activation, % at 7.2 µM; actives 0.24% (n = 340,000); AID 493008;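 active means activation above the mean over all tested compounds plus 3 SD, cut at about 30% in these data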;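 further: rise in fluorescence read as greater calcium sensitivity of cardiac thin filaments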
# Wnt act: Wnt/beta-catenin pathway activation | actives 1.2% (n = 300,000) | activation, % at 9.35 µM | AID 743398 | Wnt/beta-catenin reporter cell assay, activator, plate reader; in the data active means activation above about 30%, passing the limit was not always enough; inconclusive means no clear call, values can overlap the other calls;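 further: 0% = neutral control wells and 100% = positive control wells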
# MITF act: activators of MITF-driven TRPM1 promoter activity in SK-MEL-5 cells | activation, % at 12.5 µM | actives 0.75% (n = 300,000) | SK-MEL-5 TRPM1-promoter luciferase, 24 h; % of positive control, neutral wells = 0;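 active means mean activation of at least 80% with every replicate also reaching 80%; inconclusive means mean reaches 80% but some replicate falls short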;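 further: 0% = neutral control wells and 100% = parthenolide positive control wells; values of inactives mirror those of a sister screen read the other way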
# Active calls of the source: *; i = inactive; ? = inconclusive; / = no result given.
SMILES,SR-BI DiI-HDL act,Rtt109 HAT inh,SR-BI DiI inh,HTR5A ag,dFosB act,CDK5 inh,PvdQ inh,cardiac RTF act,Wnt act,MITF act
N=c1c(C(=O)NCC2CCCO2)cc2c(=O)n3ccccc3nc2n1Cc1ccccc1 (stereo not given),-6,i,6,2,-16,-0.7,-75,0,-1,-10
COc1ccc(NC(=S)NCc2cccnc2)cc1OC,13,-23,-13,-5,-2,-0.9,-16,12,-1,12
O=C(NCC(=O)N(c1ccccc1)C(C(=O)NCC1CCCO1)c1ccccc1)c1ccco1 (stereo not given),7,-1,-7,1,-6,-2.3,-8,3,2,5
Cc1ccsc1/C=C/c1n[nH]c(=O)c(C#N)c1C,/,0,/,0,-8,1.9,0,-7,-1,-8
COc1ccc(OCC(=O)NCC(c2ccc(OC)cc2)N2CCCCC2)cc1 (stereo not given),2,-1,-2,3,-2,0.9,-5,0,-1,8
Cc1ccc(-c2nc(CN(C)C(C3CC3)C3CC3)c(C)o2)cc1,-2,-13,2,-1,5,-0.5,-11,1,0,6
Cc1ccccc1OCC(=O)N/N=C/c1ccc2c(c1)OCCO2,27,6,-27,4,-3,-1.6,15,-3,/,9
COc1ccc(F)cc1S(=O)(=O)NCCN1CCOCC1,4,-10,-4,-1,-4,-0.1,-15,1,3,-7
COc1ccc(C2(CNC(=O)c3ccc(Br)o3)CCOCC2)cc1,6,-1,-6,3,-10,1.3,-6,7,/,-9
Cc1ccc(NC(=O)C(C)c2cccc(C(=O)c3ccccc3)c2)cc1O (stereo not given),-29,-7,29,0,-7,-1.8,-9,6,1,-26
Cc1ccccc1Cn1cc(NC(=O)c2noc(C(C)C)c2[N+](=O)[O-])cn1,-11,-1,11,4,0,0.4,-11,0,-1,-9
Cc1ccccc1NS(=O)(=O)c1ccc2c(c1)NC(=O)CCS2,15,-3,-15,6,-3,-0.1,-15,-2,-1,-10
CCN(C[C@H]1N[C@@](Cc2ccccc2)(C(=O)OC)[C@H]2C(=O)N(Cc3ccccc3)C(=O)[C@@H]12)S(=O)(=O)c1ccc(C)cc1,-49,-38,49,1,-10,2.2,-9,3,-5,-10
C=C1C(C(=O)Nc2cccc(OC)c2)C1C(=O)Nc1cccc(OC)c1 (stereo not given),3,-11,-3,-5,-12,0.7,-10,-6,-2,-3
CCCCNc1nc2c(-c3ccccc3)nnn2c2ccccc12,-11,7,11,2,-6,0.4,3,-1,0,-14
CCN(CC)CCN(C(=O)CCS(=O)(=O)c1ccccc1)c1nc2cc3c(cc2s1)OCO3,11,4,-11,1,?,0.3,-16,3,-2,-30
O=c1cc(N2CCN(Cc3ccccc3)CC2)[nH]c(=O)n1-c1ccc(Br)cc1,6,-5,-6,-1,-3,1.2,-3,-6,-1,5
CC(C)CCNC(=O)NC(=O)CSc1nnc(COc2ccccc2Cl)o1,4,/,-4,-1,-10,0.6,-2,3,0,/
Cc1ccc(S(=O)(=O)NCCC(=O)NCc2ccco2)cc1,27,4,-27,1,-3,-2.3,2,-2,-2,1
CC1(C)O[C@@H]2CC3C4C[C@H](F)C5=CC(=O)C=CC5(C)C4C(O)CC3(C)[C@]2(C(=O)CO)O1 (stereo not given in full),3,-15,-3,1,-2,-1.1,-10,1,0,18
Cc1ccc(C(=O)O)cc1S(=O)(=O)N1CCSCC1,8,-4,-8,-4,-3,-4.4,-2,-6,-7,8
O=C(Nc1ccc(NC(=O)C2CC2)cn1)c1ccccc1,6,2,-6,-6,-4,3.2,-14,-6,15,-4
Cc1cccc(NC(=O)c2ccccc2OCC(=O)c2ccccc2)c1,-48,20,48,4,-13,-0.4,3,-4,4,/
Cc1cc(C(=O)OCC(=O)N2CCN(c3ccccc3)CC2)c2ccccc2n1,-29,-3,29,0,-10,0.2,-9,6,-8,-1
NS(=O)(=O)c1ccc(NC(=O)Nc2ccccc2)cc1,22,2,-22,2,-4,-0.5,10,1,14,13
Cc1ccc(N(CC(=O)N2CCCC2)S(C)(=O)=O)cc1C,3,-3,-3,1,7,-0.4,-2,8,1,/
Cc1cccc(N2C(=O)CC(NNc3nc4ccccc4s3)C2=O)c1 (stereo not given),29,33,-29,-1,-2,-0.4,2,-5,-4,-1
Cc1ccc(COc2cccc3c2CCN(Cc2ccc(F)cc2)C3=O)cc1,-16,0,16,-1,3,-1.6,-8,-6,3,-6
COc1ccc(NC(=O)C2CCCN(S(=O)(=O)c3ccc4c(c3)oc(=O)n4C)C2)cc1OC (stereo not given),-43,-3,43,-4,0,-0.1,1,5,-2,-9
Cc1ccc(C)c(C(=O)CCC(=O)NNC(=O)Cn2nc(C)cc2C)c1,-11,-9,11,0,-2,0.1,-1,1,0,5
CNS(=O)(=O)c1cc(S(=O)(=O)NC)c2cccc3c2c1NC3=O,-1,-7,1,-1,0,-1.1,-4,4,-1,/
CN(C)S(=O)(=O)c1ccc(N2CCCC2)c(C(=O)NNC(=O)c2ccc(F)cc2)c1,13,4,-13,-2,-5,-0.2,2,-1,-2,7
COc1ccc(OC)c(S(=O)(=O)NC2CCSc3ccccc32)c1 (stereo not given),7,-18,-7,2,-8,1.1,-8,-2,1,-1
Cc1noc(C)c1S(=O)(=O)Nc1ccc(C(=O)N2CCN(c3ccc(F)cc3)CC2)cc1,18,2,-18,0,-9,0.6,-5,-5,1,14
Cc1ccc(S(=O)(=O)N2CCN(C(=O)c3cccs3)CC2)cc1,4,-2,-4,0,-1,-0.8,-11,-1,-14,-5
O=C(CSc1nc(-c2ccco2)cc(C(F)(F)F)n1)Nc1cccnc1,-9,-16,9,-1,-9,-0.6,-10,0,/,-27
CCN(CC)C(=O)NC1CC(=O)N(c2ccc(OC)cc2)C1 (stereo not given),36,-1,-36,4,5,-0.9,0,1,-2,-7
Cc1c(C)c2ccc(OC(C)C(=O)NC3CCN(Cc4ccccc4)CC3)cc2oc1=O (stereo not given),-16,0,16,0,-6,-3.0,-8,-4,-1,-3
COc1cc2c(cc1OC)C(C(=O)N1CCOCC1)C(c1cccs1)N(C)C2=O (stereo not given),21,-5,-21,5,1,-0.8,8,0,0,/
Cc1cccc(S(=O)C(c2ccccc2)c2ccccc2)c1 (stereo not given),-7,-1,7,6,-4,1.4,-4,-6,-1,-8
CCOc1ccc(NC(=O)COC(=O)c2cc([N+](=O)[O-])ccc2N2CCOCC2)cc1,-48,13,48,-2,-5,-4.2,-7,-10,1,3
O=C(Nc1ccccc1)c1ccc(N2CCN(c3ccccn3)CC2)c(S(=O)(=O)N2CCOCC2)c1,-36,0,36,5,-5,6.3,7,-1,/,-7
O=C(/C=C\c1cccs1)c1c(O)ccc2ccc(=O)oc12,-8,2,8,-1,-3,0.8,-2,2,/,-7
C=CC[C@@H](CC(=O)N(CCO)Cc1ccccc1)C(=O)N[C@H](COC(=O)[C@@H](CC=C)Cc1ccc(F)cc1)Cc1c[nH]c2ccccc12,-59,8,59,0,-7,1.4,8,-13,-9,-2
COc1cc(C(=O)OCC(=O)Nc2ccc(C(C)=O)cc2)ccc1OCC(=O)N1CCOCC1,8,15,-8,0,-14,-1.1,-3,-3,-2,3
COc1ccc(/C=N/n2c(SC)nnc(C(C)(C)C)c2=O)cc1,-18,11,18,1,-3,-1.2,4,-2,/,6
O=C(OCc1nc2ccsc2c(=O)[nH]1)c1ccccc1,7,3,-7,10,4,0.7,4,8,4,6
O=C(COC(=O)c1ccc[nH]c1=O)Nc1ccc2c(c1)OC(F)(F)O2,/,-6,/,-2,-3,-1.2,-9,0,0,-3
CCn1c2ccccc2c2nnc(SCC(=O)OCN3C(=O)c4ccccc4C3=O)nc21,10,3,-10,-1,2,0.0,10,-2,/,9
COc1ccc(OC)c(-c2cc(C(=O)NCc3cccs3)no2)c1,-29,4,29,0,-1,-1.2,9,4,/,-7

# Carrying on.
SMILES,SR-BI DiI-HDL act,Rtt109 HAT inh,SR-BI DiI inh,HTR5A ag,dFosB act,CDK5 inh,PvdQ inh,cardiac RTF act,Wnt act,MITF act
O=C(/C=C/c1ccco1)OCC(=O)c1ccc(OC(F)F)cc1,/,-2,-29,-6,-3,-0.5,-4,1,3,16
CCC1CCCCN1C(=O)c1cc(S(=O)(=O)N2CCOCC2)ccc1C (stereo not given),29,-3,-29,3,-1,0.5,4,-6,3,-1
COc1ccc2c(c1)CCCC21NC(=O)N(CC(=O)NC(=O)NCc2ccccc2)C1=O (stereo not given),-30,20,30,0,-4,-1.7,2,3,-2,-11
O=C(c1ccc(-c2cccc(Cl)c2Cl)o1)N1CCOCC1,0,4,0,1,-7,-0.6,-3,-3,34*,86*
Cc1cc(C)cc(C(=O)N[C@@H](C)C(=O)N2CCC3(CC2)NCCc2[nH]cnc23)c1,12,5,-12,1,-3,-0.6,0,0,-1,-2
Cc1cc(CN2CCN(CCC#N)CC2)c(O)c(C2(C)CCCCC2)c1,-8,25,8,-1,-11,1.8,12,-6,0,-4
CC1CCN(C(=O)CSc2nc3cccnc3n2C)CC1,14,-10,-14,-2,-7,-7.6,-7,9,/,/
CCOc1cc(/C=C(\C#N)C(=O)NCC2CCCO2)ccc1OCC(N)=O (stereo not given),10,-2,-10,2,5,-3.3,-13,2,-5,-11
CC(=O)/C=C1/SC(CC(=O)O)C(=O)N1c1ccccc1 (stereo not given),8,3,-8,2,-1,0.9,-10,-2,/,-8
COCCN(CCOC)S(=O)(=O)c1ccc(C(=O)Nc2ccc([N+](=O)[O-])cc2OC)cc1,-13,0,13,-1,-8,-3.2,-8,-2,-3,2
Cc1nn(-c2ccccc2)c(C)c1NC(=O)COC(=O)CCCOc1ccccc1,9,1,-9,1,1,0.8,-8,-3,-3,-4
CCOC(=O)C(C)Oc1cccc2c(=O)n(CC(=O)N3CCN(C(=O)OCC)CC3)ccc12 (stereo not given),32,-4,-32,5,-5,0.4,-11,1,-1,/
CC(=O)Nc1ccc(NC(=O)c2ccc3c(c2)CCN3S(C)(=O)=O)cc1,-12,0,12,2,4,1.1,-3,-1,-1,2
O=C(CCCCn1c(=O)[nH]c2ccsc2c1=O)NCc1cccnc1,-41,2,41,-1,-7,1.7,-5,1,/,/
Cc1nonc1CN(C)C(=O)CC1C(=O)NCCN1Cc1ccc(F)c(F)c1 (stereo not given),17,-5,-17,0,6,0.1,-10,4,-1,1
C=CCSc1nnc2c(n1)OC=Nc1ccc(Br)cc1-2,15,-2,-15,2,-1,-1.3,-8,-1,/,-9

# Not a hit list (roughly 4.4% active in at least one column).
